Source: PubChem (several laboratories)
MITF act: activators of MITF-driven TRPM1 promoter reporter, primary screen, cell-based, SK-MEL-5, luciferase, single point; AID 588334, 2011; activation, % at 12.5 µM; SK-MEL-5 TRPM1-promoter luciferase, 24 h; % of positive control, neutral wells = 0; 300,000 compounds, 0.75% hits;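 active means mean activation of at least 80% with every replicate also reaching 80%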;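 further: 0% = neutral control wells and 100% = parthenolide positive control wells; values of inactives mirror those of a sister screen read the other way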
Tat export inh: E. coli Tat export inhibitors, primary screen, MC4100, TorA-mCherry reporter, fluorescence, single point; AID 488895, 2010; inhibition, % at 10 µM; 340,000 compounds, 0.036% hits;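 active means mean replicate inhibition at least 50% and at least half of replicates individually reaching 50%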;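 further: exported cargo escapes ClpAP degradation while cytoplasmic cargo is degraded and loses fluorescence; 0% = median of neutral control wells and 100% = median of NaSCN control wells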
SR-BI HDL uptake: inhibitors of SR-BI mediated HDL lipid uptake, primary screen, ldlA[mSR-BI] cells, fluorescence, single point. ldlA[mSR-BI] CHO cells, DiI-HDL uptake fluorescence, 3 h. inhibition, % at 12.5 µM. 320,000 compounds, 0.96% hits. AID 488896, 2010;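 active means mean replicate inhibition of at least 70% and a set share of replicates each scoring 70 or more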;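 further: 0% = median of neutral control wells and 100% = median of positive control wells; values of inactives mirror those of a sister screen read the other way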
Target sequence (Q61009 whole entry, looked up): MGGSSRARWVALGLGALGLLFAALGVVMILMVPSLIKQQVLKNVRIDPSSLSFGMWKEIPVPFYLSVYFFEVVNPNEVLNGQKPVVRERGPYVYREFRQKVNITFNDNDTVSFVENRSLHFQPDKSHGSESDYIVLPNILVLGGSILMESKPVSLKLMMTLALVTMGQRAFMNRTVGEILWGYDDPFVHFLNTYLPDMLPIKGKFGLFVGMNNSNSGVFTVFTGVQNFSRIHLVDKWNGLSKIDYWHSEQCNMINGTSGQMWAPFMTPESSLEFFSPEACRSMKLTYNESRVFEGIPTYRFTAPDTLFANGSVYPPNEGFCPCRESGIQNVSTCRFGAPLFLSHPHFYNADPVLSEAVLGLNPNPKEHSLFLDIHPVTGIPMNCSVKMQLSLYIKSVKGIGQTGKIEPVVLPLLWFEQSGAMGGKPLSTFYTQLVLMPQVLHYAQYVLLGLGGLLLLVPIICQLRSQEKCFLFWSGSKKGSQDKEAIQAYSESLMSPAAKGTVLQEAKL
phage Ecoli inh: growth loss of phage-infected E. coli, primary screen, RecBCD inhibitor project, absorbance, with phage, HTS; inhibition, % at 11.9 µM; AID 651602, 2012; 360,000 compounds, 0.26% hits; in the data active means inhibition above about 11%
SR-BI DiI-HDL act: activators of SR-BI mediated DiI-HDL uptake, primary screen, ldlA[mSR-BI] CHO cells, DiI fluorescence; 3 h; 100 = double the neutral-control signal; activation, % at 12.5 µM; 320,000 compounds, 0.096% hits;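 active means mean replicate activation of at least 60% and every replicate at or above 60%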;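 further: 0% = median plate neutral-control signal and 100% = twice that signal; values of inactives mirror those of a sister screen read the other way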
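material = CHO ldlA[mSR-BI] cells | medium = Ham's F12 with 0.5% BSA, HEPES 25 mM, pH 7.4 | reagent = fluorescent DiI-HDL, 10 µg/mL final | compound dosing = single-point compound dose | incubation = 3 h, 37 °C | measured by = bottom-read fluorescence, 550/595 nm | measure = HDL uptake via cellular fluorescence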
CAL PDZ FP-1: untagged CAL PDZ binding inhibitors, primary screen, biochemical, fluorescence polarization, HTS | Golgi-associated PDZ and coiled-coil motif-containing protein (Homo sapiens), Q9HD26 | purified CAL PDZ, TMR-peptide fluorescence polarization, 1 h | inhibition, % at 24.9 µM | 300,000 compounds, 0.92% hits | AID 602252, 2012;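 active means mean inhibition of at least 30% with at least half of replicates also reaching 30%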;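 further: 0% = DMSO neutral control and 100% = excess unlabeled competitor peptide PRC23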
Ecoli viability: E. coli V3065 growth inhibition, primary screen, counter-screen for AddAB inhibitor project, absorbance, OD600. 18 h. inhibition, % at 11.9 µM. 330,000 compounds, 0.27% hits. AID 449728, 2010;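 active means inhibition above the campaign's mean inhibition across all tested compounds plus 3 SD, cut at about 9.9% in these data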;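 further: uninfected addAB+ strain grown without phage in ampicillin broth; 0% = DMSO wells and 100% = ciprofloxacin 0.95 µg/ml wells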
AddAB inh: growth inhibition of E. coli expressing H. pylori AddAB, primary screen, AddAB inhibitor project, absorbance; 330,000 compounds, 0.29% hits; inhibition, % at 11.9 µM; AID 435030, 2010; in the data active means inhibition above about 12%;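 further: 0% = vehicle wells of infected cells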
CAL PDZ FP-2: CAL PDZ peptide-binding inhibitors, primary screen, biochemical, fluorescence polarization, Cer-tagged CAL PDZ, HTS | Golgi-associated PDZ and coiled-coil motif-containing protein (Homo sapiens), Q9HD26 | purified CAL PDZ, TMR-peptide fluorescence polarization, 1 h | inhibition, % at 20 µM | 330,000 compounds, 0.02% hits | AID 504414, 2011;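 active means highest replicate inhibition of at least 40%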;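 further: plate controls were DMSO neutral control wells for no effect and unlabeled competitor peptide control wells for full effect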
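Test system: purified CerCALP PDZ construct; Compound dosing: one concentration, 20 µM compound; Also added: TMR-labelled reporter peptide T*-PRC34 bound in PDZ groove; Read-out: inhibition from polarization loss; Controls: unlabelled peptide and DMSO controls; Signal: FP readout, S and P plane fluorescence; Incubation: 1 h at RT.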
Wnt act: Wnt/beta-catenin pathway activators, primary screen, cell-based, plate reader, single point; activation, % at 9.35 µM; 300,000 compounds, 1.2% hits; Wnt/beta-catenin reporter cell assay, activator; in the data active means activation above about 30%, passing the limit was not always enough;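 further: 0% = neutral control wells and 100% = positive control wells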
An asterisk follows results filed as active; nt = not tested or not shown.

SMILES	MITF act	Tat export inh	SR-BI HDL uptake	phage Ecoli inh	SR-BI DiI-HDL act	CAL PDZ FP-1	Ecoli viability	AddAB inh	CAL PDZ FP-2	Wnt act
Cc1ccccc1-c1ccc(C=Nc2c(C)n(C)n(-c3ccccc3)c2=O)o1	7	-5	23	1.4	-23	-8	-1.9	3.8	-0.5	nt
O=c1[nH]c2ccccc2c(O)c1-[n+]1ccccc1	-5	-3	-18	1.1	18	-1	-2.5	2.5	-2.0	2
O=C(COC(=O)CC1CC2CCC1C2)Nc1ccccc1Cl (stereo not drawn)	9	4	-6	2.5	6	-5	1.3	1.8	-1.4	0
COc1cc(C(=O)Nc2ccc3c(c2)CCN3C(C)=O)cc(OC)c1OC	-9	19	29	2.8	-29	-5	0.2	5.4	-2.7	-4
CCCC1CCC(=NNC(=O)CNc2ccc(OC)cc2)CC1 (stereo not drawn)	-4	11	-2	2.9	2	nt	1.1	2.4	-0.2	-1
COc1nn(CC(=O)N2N=C(C(F)F)CC2(O)C(F)F)cc1[N+](=O)[O-] (stereo not drawn)	-9	7	-21	1.4	21	nt	1.4	1.2	0.9	nt
Cc1ccc(-n2ncc3c2CCCC3NC(=O)CSc2ccccn2)cc1C (stereo not drawn)	6	3	11	1.5	-11	-2	-3.4	-1.3	-2.3	2
CCCOc1ccc(/C(O)=C2/C(=O)C(=O)N(CCCn3ccnc3)C2c2ccc(C)o2)cc1 (stereo not drawn)	2	0	5	2.1	-5	-3	1.5	-2.2	-0.1	-1
S=C(NCc1ccc2c(c1)OCO2)Nc1ccc(-c2nc3ccccc3[nH]2)cc1	26	-1	3	5.8	-3	-3	1.1	0.8	-3.4	-2
COc1ccc(/C=C/C(=O)Nc2sc3c(c2C(=O)NCc2cccnc2)CCCC3)cc1	nt	-2	52	3.7	-52	-4	1.4	0.8	0.1	nt
Cc1ccc(CNC(=O)CN2CCN(Cc3ccc(C)cc3)C2=O)cc1	8	2	12	0.0	-12	nt	0.7	3.4	-0.1	nt
CC(C)C1C(C#N)=C(N)Oc2n[nH]c(C(C)(C)C)c21 (stereo not drawn)	-9	5	nt	-0.5	nt	4	-0.5	3.3	-4.3	-2
Nc1ccccc1C(=O)N1CCc2ccccc21	11	-1	-3	-2.9	3	0	0.4	3.4	-11	7
Cc1ccc(OCCC(=O)NNC(=O)c2ccccc2F)cc1	3	-2	-11	1.4	11	nt	0.9	0.6	-0.1	1
COc1cccc(/C=N/NC(=O)c2cnccn2)c1OC	-7	-6	10	4.1	-10	0	2.9	1.9	1.0	0
O=C(Nc1ccc(-c2nnc(-c3ccccc3)o2)cc1)C1CCCO1 (stereo not drawn)	49	0	47	3.1	-47	nt	1.4	1.4	-2.6	nt
Cc1occc1C(=O)NC(C)CCc1ccccc1 (stereo not drawn)	-8	-3	-17	3.0	17	0	-1.9	-1.8	-1.1	-3
O=C(O)c1cc2nc(-c3cccs3)cc(C(F)(F)F)n2n1	4	-5	-12	2.3	12	2	1.6	1.4	1.4	0
N#Cc1cnc(NOCc2ccc(Cl)cc2)nc1	1	1	-20	3.5	20	-7	0.1	0.8	-1.2	0
O=C(NCCC(=O)N1CCC2(CC1)NCCc1[nH]cnc12)c1cccc(C(F)(F)F)c1	0	2	-22	0.9	22	-7	0.7	2.2	-1.4	1
CSc1nc2c(c(=O)n1-c1ccccc1)SCC2	-4	-19	-1	2.1	1	nt	2.0	3.2	1.1	nt
COc1cccc(/C=C2/C(=O)NN(c3ccc(F)cc3)C2=O)c1	nt	-2	-18	0.6	18	5	nt	nt	-1.0	-2
Cc1ccc2[nH]c(=O)c(CC=C(Cl)Cl)c(C)c2c1	8	8	5	2.6	-5	3	-0.5	0.2	-1.8	-3
c1ccc(-c2cc(-c3ccc(N4CCOCC4)cc3)nc3ccccc23)cc1	10	3	46	3.2	-46	37*	-0.3	1.5	-0.7	nt
Cc1ccc(S(=O)(=O)N(C)CC(=O)Nc2cccnc2)cc1	-5	-3	-12	0.8	12	-1	0.9	-1.5	-2.0	0
C(=N\Nc1nc(N2CCOCC2)nc(N2CCOCC2)n1)/c1ccncc1	-7	-1	-3	0.0	3	-2	-0.6	0.4	-1.1	4
CCn1c(=NC(=O)CSC(C)=O)sc2cc(F)ccc21	6	-6	38	1.9	-38	-2	-2.3	1.6	-0.7	nt
Cc1ccc(N(CC(=O)N2CCOCC2)S(C)(=O)=O)cc1C	4	-14	-29	4.0	29	-3	2.0	2.4	-0.2	0
CC1CCN(c2ccc(NC(=O)c3cccnc3Cl)cc2)CC1	19	0	10	1.9	-10	0	0.1	6.3	-2.1	26
CCOC(=O)C1(CCSC)NC(c2ccco2)C2C(=O)N(C)C(=O)C21 (stereo not drawn)	nt	0	-20	0.5	20	-1	-0.6	0.6	-2.1	-2
COc1ccc(OCCn2cnc3ccccc32)cc1	nt	1	-14	3.7	14	1	nt	nt	0.2	-1
C#CC1(O)CC(C)N(C)C(C)C1 (stereo not drawn)	nt	-16	9	1.4	-9	-3	-0.5	3.1	nt	1
C/C(=N\NC(=O)COc1ccc(C#N)cc1)c1ccc(N2CCOCC2)cc1	10	-1	3	2.1	-3	-1	0.3	1.0	-2.1	3
Nc1nc2sc3c(c2c(=O)s1)CCCC3	41	-4	6	3.7	-6	0	-2.0	-0.7	-1.7	1
CC1CC1C(=O)Nc1nc(-c2ccccn2)cs1 (stereo not drawn)	18	-6	nt	-2.1	nt	12	-10	-1.2	-1.0	-2
O=C(Nc1ccccc1-c1ccccc1)C12CC3CC(CC(C3)C1)C2	11	0	1	1.1	-1	-4	2.9	4.5	-0.3	nt
COc1ccc(S(=O)(=O)N2CCC(C(=O)Nc3nnc(C)s3)CC2)cc1OC	-4	1	-3	3.5	3	-1	0.9	1.4	-2.2	3
COc1ccc(S(=O)(=O)NC(C)C(=O)NCCN2CCOCC2)cc1Cl (stereo not drawn)	0	-4	nt	-0.8	nt	nt	1.3	2.9	-3.8	-3
CC(C)(C)c1ccc(OCCC(=O)Nc2ccc(N3CCOCC3)cc2N2CCOCC2)cc1	-1	24	14	4.8	-14	-7	-0.6	-0.2	0.6	-1
Cc1c(C(=O)OCc2nc3ccsc3c(=O)[nH]2)oc2ccccc12	3	3	3	0.6	-3	2	1.6	-2.8	-0.2	-1
O=C(NCC(=O)N(c1ccc(F)cc1)C(C(=O)NC1CCCC1)c1ccncc1)c1ccco1 (stereo not drawn)	-4	-8	-9	0.3	9	-4	-0.6	3.9	-1.8	-3
CCOc1cc(N2CCOCC2)c(OCC)cc1NC(=O)C(C)C	2	-2	-14	1.4	14	-3	-1.6	2.4	-0.4	-12
CCOC(=O)C1=C(C)N(c2ccc(OCC)cc2)C(=O)/C1=C\c1ccco1	2	-1	-4	0.3	4	0	-0.4	-0.3	1.2	-19
CC(Sc1nnnn1-c1ccccc1)C(=O)Nc1ccccc1-c1ccccc1 (stereo not drawn)	7	-3	-15	3.5	15	-2	0.6	1.6	-1.7	nt
C=CCc1ccc(OCCCOc2ccc(C)cc2OC)c(OC)c1	-1	2	11	-1.4	-11	0	-1.3	0.6	-0.3	-3
COC(=O)N/N=C/c1cc([N+](=O)[O-])cc(Br)c1O	5	6	-11	7.9	11	-2	0.9	2.6	-0.1	nt
CCCC(=O)Nc1nnc(S(=O)(=O)N(CC)c2ccc(OC)cc2)s1	nt	-16	11	1.4	-11	-2	nt	nt	-0.3	-1
CCCCOc1ccc(C(=O)Nc2ccc(S(=O)(=O)Nc3onc(C)c3C)cc2)cc1	7	-14	-2	3.6	2	-3	0.9	-0.2	-2.9	3
CC(C)(C)C(=O)Nc1ccc(C(=O)N/N=C/C2CC3C=CC2C3)cc1 (stereo not drawn)	-7	4	-18	0.9	18	-1	1.8	1.1	-2.8	7
Cn1c(N)c(C(=O)c2ccccc2)c(=O)n(C)c1=O	-2	9	-9	2.0	9	7	0.5	2.3	-0.2	nt
COC(=O)c1nccnc1C(=O)Nc1ccccc1N1CCOCC1	11	1	-3	-0.2	4	-1	3.4	3.6	-0.2	0
O=C(O)/C=C\C(=O)Nc1ccccc1N1CCN(c2ccccc2)CC1	nt	3	16	1.8	-16	-3	2.2	3.2	0.8	-1
COCC(=O)Nc1ccccc1NC(C)=O	nt	-4	-7	2.9	7	-1	-0.5	0.9	-1.4	0
C[C@]12c3[nH]c4ccc(Cl)cc4c3CCN1C(=O)[C@@H](CC(=O)NCc1cccc(C(F)(F)F)c1)C[C@@H]2C(=O)N1CCCCC1	-11	6	11	1.2	-11	-3	-0.4	-3.5	1.0	-3
O=C(Nc1ccc(Cl)c(Cl)c1)Nc1ccccn1	73	-8	11	0.2	-11	-15	0.2	0.4	-0.8	37*
Oc1ccc2ccccc2c1CN1CCN(C/C=C/c2ccccc2)CC1	nt	-2	-14	3.8	14	4	0.9	3.5	-0.2	0
COc1ccccc1N(C)S(=O)(=O)c1ccc(C(=O)OCC(=O)Nc2ccc(C(N)=O)cc2)cc1	-2	0	15	1.9	-15	-1	1.4	1.2	-0.6	-3
Cc1cccc(NC(=S)NNC(=O)c2ccccc2OC(F)F)c1	-13	4	-25	1.8	25	3	-4.3	-3.5	nt	nt
Cc1cc(S(=O)(=O)NCCN2CCOCC2)ccc1Cl	7	-10	-15	2.0	15	-2	-0.3	0.8	-0.7	5
COc1ccc(CN(C)C(=O)c2cccc(S(=O)(=O)N3CCN(c4ccccc4)CC3)c2)c(OC)c1OC	-42	10	11	5.1	-11	nt	-1.1	1.9	-0.8	-1
Following part.
SMILES	MITF act	Tat export inh	SR-BI HDL uptake	phage Ecoli inh	SR-BI DiI-HDL act	CAL PDZ FP-1	Ecoli viability	AddAB inh	CAL PDZ FP-2	Wnt act
CC1=CC(=O)C(C(C)C)=CC1=NC(=O)c1ccc(C)cc1	-14	5	-13	1.1	13	-5	2.0	1.8	-2.1	2
CC1CCN(CCCNC(=O)C2CCC(CNS(=O)(=O)c3ccccc3)CC2)CC1 (stereo not drawn)	-1	-3	-22	0.2	22	nt	-1.1	3.7	-1.2	-3
COc1ccccc1-c1nc2ccccc2c(=O)n1O	-5	-15	nt	0.2	nt	-3	1.8	0.4	1.1	-2
CC(=O)NC(Cc1ccc(C)cc1)C(=O)NC1CCN(C(=O)NCc2ccccc2)CC1 (stereo not drawn)	11	3	nt	1.1	nt	0	nt	nt	-1.5	2
